# RAD52 anneal inh: inhibitors of human RAD52 DNA annealing; inhibition, % at 18.7 µM; AID 651710; P43351; 360,000 tested, 0.46% active; recombinant RAD52 DNA annealing, FRET fluorescence;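 active = every replicate showing at least 50% inhibition; inconclusive = mean inhibition at least 50% but not in every replicate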
# FN deposition inh: fibronectin deposition inhibition. 350,000 tested, 0.086% active. AH1F fibroblasts, Alexa488-fibronectin deposition fluorescence, overnight. inhibition, % at 12.6 µM. AID 743247;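 active = mean inhibition across replicates of 30% or more, regardless of how many single replicates reach that level; inconclusive = mean under 30% yet at least half of replicates reach 30%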;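 also: positive control wells lacked labelled fibronectin entirely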
#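 test system = AH1F fibroblasts assembling fluorescent fibronectin matrix | quantity = 10000 AH1F cells per well | buffer or medium = DMEM plus 2% serum, read in PBS | doses = single dose, pinned | incubation = 1 h cell attachment, overnight exposure to compound and label | detection = fluorescence at 485 nm excitation, 525 nm emission | read-out basis = inhibition from reduced deposited-fibronectin fluorescence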
# RAD54 inh: inhibitors of human RAD54 branch migration; Q92698; RAD54 Holliday junction branch migration, FAM/BHQ fluorescence; inhibition, % at 10.4 µM; 360,000 tested, 0.14% active; AID 602329;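 active = mean normalized replicate activity at least 40 and at least half of replicates scoring 40 or more; inconclusive = only one of the two criteria met; inactive = mean below 40 and under half of replicates reaching 40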;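 also: 0% = median of neutral control wells and 100% = median of positive control wells; inhibitors cause a drop in the FAM fluorescence signal; in these data hits start at about 50%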
# Target sequence (Q92698 whole entry, looked up): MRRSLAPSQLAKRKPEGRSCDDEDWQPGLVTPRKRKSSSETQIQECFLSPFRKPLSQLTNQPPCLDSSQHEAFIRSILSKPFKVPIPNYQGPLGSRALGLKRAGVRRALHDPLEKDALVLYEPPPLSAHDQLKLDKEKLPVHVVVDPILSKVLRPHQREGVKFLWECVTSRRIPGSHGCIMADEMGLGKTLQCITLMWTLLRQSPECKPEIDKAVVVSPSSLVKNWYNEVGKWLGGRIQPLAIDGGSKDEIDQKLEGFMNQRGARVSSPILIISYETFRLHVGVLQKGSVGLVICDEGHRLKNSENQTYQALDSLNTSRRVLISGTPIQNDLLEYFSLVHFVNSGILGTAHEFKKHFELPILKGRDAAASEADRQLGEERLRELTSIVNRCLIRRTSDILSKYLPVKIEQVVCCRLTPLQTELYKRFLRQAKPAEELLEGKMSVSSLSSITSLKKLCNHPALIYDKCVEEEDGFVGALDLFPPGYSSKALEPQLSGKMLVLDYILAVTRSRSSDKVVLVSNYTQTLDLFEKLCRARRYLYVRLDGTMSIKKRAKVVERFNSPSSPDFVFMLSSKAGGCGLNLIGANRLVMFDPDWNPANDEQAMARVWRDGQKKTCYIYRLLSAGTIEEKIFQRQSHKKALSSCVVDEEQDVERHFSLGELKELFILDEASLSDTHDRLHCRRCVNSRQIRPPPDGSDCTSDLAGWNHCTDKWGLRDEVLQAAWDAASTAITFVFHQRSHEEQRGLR
# S100A4 MyoIIA: inhibitors of human S100A4 binding to myosin IIA peptide; P26447; inhibition, % at 10.7 µM; AID 652163; 360,000 tested, 0.14% active; S100A4/TAMRA-MyoIIA peptide fluorescence polarization;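 active = mean inhibition of at least 70% across replicates, with every replicate also reaching that level; inconclusive = mean inhibition reaches 70% but some replicates fall short; inactive = mean inhibition below 70%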
# Target sequence (P26447 whole entry, looked up): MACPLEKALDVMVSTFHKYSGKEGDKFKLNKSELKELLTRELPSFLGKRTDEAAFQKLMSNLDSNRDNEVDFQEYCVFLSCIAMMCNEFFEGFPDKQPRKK
#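 Material: S100A4 monomer protein | Medium: HEPES pH 7.2 with CaCl2, KCl, NaCl, DTT, Triton | Reagent: Labelled myosin peptide probe, 5 nM | Doses: One dose per compound | Times: 5 min incubation before reading | Benchmarks: Neutral control DMSO, positive control TFP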
# esBAF inh: SWI/SNF esBAF complex inhibition; mouse ES cells, Bmi1-luciferase knock-in reporter, 24 h; 100% = twice the neutral-well signal; AID 602393; reporter increase, % at 12.5 µM; 350,000 tested, 2% active; in the data active = activation above about 40%; inconclusive = no clear call, values can overlap the other calls;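 also: 0% = median of the plate's neutral control wells and 100% = double that signal; a rise in the Bmi1 reporter signal indicates esBAF inhibition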
# Xi reactivation: X-chromosome reactivation activator; activation, % at 7.58 µM; 360,000 tested, 0.055% active; XiGFP mouse fibroblasts, % GFP-positive cells imaging, 3 d; cells co-treated with 5-aza-dC sensitizer; scaled so ellipticine positive control = 100%;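 active = mean normalized replicate activation at least 10% and every replicate at or above 10%; inconclusive = only one of the two criteria met; inactive = mean below 10% and not all replicates reach 10%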;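 also: 0% = median of on-plate neutral control wells and 100% = ellipticine 6 µM median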
#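 Assay system: SV40-immortalized XiGFP fibroblast cells, line 68-5-11; buffer or medium: DMEM plus 5-aza-dC sensitizer; compound: one concentration, pinned; timing: compounds 3 days, fix/stain 15 min at room temperature; benchmarks: positive control ellipticine, 6 µM final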
# EWS-Fli inh: blocks EWS/Fli oncoprotein-driven transcription | A673 NR0B1-luciferase reporter, viability-normalised | inhibition, % at 12.6 µM | 350,000 tested, 0.67% active;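 active = mean inhibition of at least 50% after viability correction, with every replicate also passing that limit; inconclusive = mean reaches 50% but only one of two replicates passes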;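 also: firefly luciferase signal divided by Alamar Blue viability fluorescence both relative to DMSO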
# E-sel inducer: induces E-selectin expression in human endothelial cells; P16581; HUVEC E-selectin immunofluorescence imaging; normalized: neutral wells 0, TNF-alpha wells 100; activation, % at 7.58 µM; 260,000 tested, 0.37% active; AID 686992;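 active = mean E-selectin-positive cell signal at least 10% of the positive control, reached in at least 60% of replicates, without over 20% cell loss; inconclusive = no rule given, readout overlaps actives, possibly toxicity-flagged; inactive = the rest, including those meeting only one limit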;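 also: in these data hits start at about 27%; measured in HUVEC primary endothelial cells; signal is the percent of cells scored E-selectin positive by PE staining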
#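 assay system = HUVEC, human umbilical vein endothelial cells | input = 3,000 HUVEC seeded per well | medium = EGM-2 growth medium on 0.1% gelatin-coated wells | dosing = one compound dose added by pin transfer | signal = immunofluorescence imaging | read-out basis = % PE-positive cells | control set = TNF-alpha, DMSO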
# Numbers without * were called inactive; ? = inconclusive; · = not tested or not shown.
SMILES,RAD52 anneal inh,FN deposition inh,RAD54 inh,S100A4 MyoIIA,esBAF inh,Xi reactivation,EWS-Fli inh,E-sel inducer
CCn1c2ccccc2c2cc(NC(=O)C(=O)N3CCOCC3)ccc21,-14,8,3,0,71*,0.0,-111,0.4
O=C(NCc1ccccc1)Nc1cc(Cl)ccc1Cl,-9,-4,-2,-6,1,0.2,-14,4.4
Nc1c(C(=O)CSc2n[nH]c(-c3ccccc3Br)n2)c(=O)[nH]c(=O)n1C1CC1,-20,-4,-6,0,-11,0.3,-3,-0.5
CCc1ccc2c(c1)C(NC(C)=O)C(=O)N2CC (stereo not given),-4,-3,-10,-1,1,0.3,2,0.0
COc1ccc2c(CN3CCOCC3)cc(=O)oc2c1,-41,-1,9,-2,0,0.0,1,·
CCN(c1ccccc1)S(=O)(=O)c1ccc(C(=O)N2CCN(c3ccccc3F)CC2)cc1,10,-3,-3,-20,1,0.0,-16,·
C/C(=N/NC(=O)CNC(=O)COc1cccc(C)c1)c1ccco1,-2,-1,·,5,·,-0.1,-9,1.1
O=[N+]([O-])c1ccc(CSC2=NCCN2)cc1,-8,-10,2,21,6,0.1,7,0.4
COC(=O)C1CCN(C(=O)c2ccc(OC3CCN(Cc4ccccn4)CC3)cc2)CC1,-33,9,·,9,·,0.2,8,0.7
N#C/C(=C\c1ccc(O)c(O)c1)C(=O)NCCc1ccccc1,-35,-2,4,-1,-10,0.4,28,-0.2

# The final four entries of the section above are carried over, then new ones follow.
SMILES,RAD52 anneal inh,FN deposition inh,RAD54 inh,S100A4 MyoIIA,esBAF inh,Xi reactivation,EWS-Fli inh,E-sel inducer
C/C(=N/NC(=O)CNC(=O)COc1cccc(C)c1)c1ccco1,-2,-1,·,5,·,-0.1,-9,1.1
O=[N+]([O-])c1ccc(CSC2=NCCN2)cc1,-8,-10,2,21,6,0.1,7,0.4
COC(=O)C1CCN(C(=O)c2ccc(OC3CCN(Cc4ccccn4)CC3)cc2)CC1,-33,9,·,9,·,0.2,8,0.7
N#C/C(=C\c1ccc(O)c(O)c1)C(=O)NCCc1ccccc1,-35,-2,4,-1,-10,0.4,28,-0.2
O=C(NCc1nnc(SCC(=O)N2CCN(c3ccccc3)CC2)o1)c1c(F)cccc1F,-3,-18,8,2,-1,0.3,·,-0.1
O=C(NCC[C@@H]1CC[C@H](NS(=O)(=O)c2ccc(Cl)cc2)[C@H](CO)O1)c1ccc2c(c1)OCO2,-17,·,-3,-42,-4,0.6,·,-0.5
Cc1c(C)c2c(OCC(=O)NCC(C)C)cc3c(c2oc1=O)CCC(C)(C)O3,7,7,14,-5,-6,0.2,15,·
Cc1ccc(-c2csc(NCCn3c(-c4ccncc4)nc4cc(C(F)(F)F)ccc43)n2)cc1,-18,-4,1,-2,-2,0.1,8,0.1
COC(=O)C1=C(C)C(c2ccc(OC)cc2)NC(=O)N1 (stereo not given),-13,8,·,-19,·,0.2,-6,2.0
COc1ccccc1N1CCN(S(=O)(=O)c2ccc(-c3cnc(C4CC4)o3)cc2)CC1,-22,1,10,-3,2,0.0,·,·
O=C(CCn1ccc2cc(S(=O)(=O)N3CCCC3)ccc21)NCc1ccccc1,4,-14,-20,-2,-2,0.0,2,·
COc1ccc(NC(=O)c2ccccc2[N+](=O)[O-])cc1OC,-13,1,1,-31,-4,-0.1,12,1.0
COc1ccc(OCCCC(=O)Nc2cccc(S(=O)(=O)N3CCCCCC3)c2)cc1,-18,1,-10,2,18,0.1,1,·
O=C(C[C@@H]1CC[C@H]2[C@@H](COC[C@@H](O)CN2C(=O)c2ccccc2)O1)NCCCN1CCOCC1,-27,-12,-9,-18,-3,0.4,-2,0.0
C[C@H](CO)N1C[C@H](C)[C@@H](CN(C)S(C)(=O)=O)Oc2ccc(NC(=O)Nc3ccccc3)cc2CC1=O,2,·,-8,?,-1,-0.1,6,-15
COc1ccccc1C(=O)NCCCNc1nc2cc(C)cc(C)c2cc1C#N,-30,-14,-3,-4,-1,0.0,-21,0.1
N#C[C@@H]1N[C@H](CO)[C@H]1c1ccc(C#CC2CCCC2)cc1,-15,0,-12,24,4,-0.1,-4,0.2
CC(=O)c1ccc(N2CCN(C(=O)COc3ccc4ccccc4c3)CC2)cc1,-40,9,9,-2,1,-0.1,5,0.2
CCOC(=O)c1ccc(NC(=O)C2CCCN(c3cnccn3)C2)cc1 (stereo not given),-7,-10,-4,4,9,0.1,·,·
O=C1CC[C@@H](CN(Cc2ccccn2)Cc2nc(-c3ccc(C(F)(F)F)cc3)no2)N1,-5,5,·,-4,-8,0.1,0,6.0
C[C@@H]1CCCCO[C@H](CN(C)Cc2ccc(Cl)c(Cl)c2)[C@@H](C)CN([C@@H](C)CO)C(=O)c2cc(NS(=O)(=O)c3cn(C)cn3)ccc2O1,11,·,-1,-21,-6,-0.1,2,-0.1
CCCN(C)C[C@H]1Oc2ncc(C#CCC(C)C)cc2C(=O)N([C@H](C)CO)C[C@@H]1C,-6,10,2,-18,0,-0.8,-12,-0.2
CCC(=O)N[C@H]1CC[C@@H](CC(=O)NCc2ccccc2OC)O[C@@H]1CO,0,·,1,0,-1,0.0,2,-1.8
COCC(=O)N(C)C[C@H]1Oc2ncc(/C=C/c3ccccc3)cc2C(=O)N([C@H](C)CO)C[C@H]1C,5,-13,-6,-12,1,-0.3,-2,-0.3
C[C@@H]1CN([C@H](C)CO)C(=O)c2cc(NC(=O)Nc3ccc(C(F)(F)F)cc3)ccc2O[C@@H]1CN(C)Cc1ccc2c(c1)OCO2,-6,·,2,-6,-1,0.3,0,0.2
C#CCNC(=O)C[C@@H]1C[C@@]2(C(=O)OCC)CCCC=C2N(Cc2ccc(Cl)cc2Cl)C1=O,-3,-6,·,-5,·,0.2,3,·
CC(O)(c1cccc(F)c1)c1nc(-c2cc3ccccc3o2)cs1 (stereo not given),0,14,-9,-1,-7,-0.1,5,-0.1
Cc1ccc(C(C)C)c(OCC(=O)N/N=C/c2ccc(S(=O)(=O)O)o2)c1,-16,-16,·,-31,-8,0.0,8,1.6
COc1cc(OC)cc(C(=O)O/N=C(\N)c2ccccn2)c1,-2,-6,-16,0,·,0.0,-75,1.0
C/C(=N\NC(=O)Cn1nc(C)c([N+](=O)[O-])c1C)c1ccc(O)cc1,3,-4,·,-3,·,-0.1,7,·
COCC(=O)N1C[C@H]2[C@@H](c3ccccc31)[C@@H](CO)N2C(=O)C1CCCC1,-11,·,-7,8,-2,0.2,-5,0.1
COC(=O)CCNC(=O)CCc1ccc(S(=O)(=O)N2CCCCCC2)cc1,-7,3,-4,-6,1,0.0,-1,-0.3
O=S(=O)(c1ccc(F)cc1)N1CCCCN2[C@H](CO)[C@@H](c3ccc(C#CC4CCCC4)cc3)[C@@H]2C1,3,·,5,1,·,·,3,·
CCOc1cccc(C(=O)NC(=S)Nc2cccc(NC(=O)c3ccccc3Cl)c2)c1,-9,5,·,0,·,0.7,-9,0.6
COc1cc(OC)cc(C(=O)Nc2ccc(NC(=O)c3ccco3)c(Cl)c2)c1,-21,10,-4,3,18,0.0,-50,0.0
CN1CCN(C(=O)c2ccc(Cl)cc2)CC1,3,8,-15,-3,3,0.0,25,0.0
COCC(C)n1c(C)cc(C(=O)COC(=O)c2cnc(Cl)c(Cl)c2)c1C (stereo not given),-34,1,8,-6,1,0.2,6,·
CC(OCC(O)CNCC1COc2ccccc2O1)c1ccc(Cl)cc1 (stereo not given),6,·,·,2,·,0.0,13,·
CCOc1ccc(C(=O)NCC(=O)OCC(=O)Nc2cccc(S(=O)(=O)N3CCCC3)c2)cc1,-14,-2,1,-6,-1,-0.5,-10,·
COc1cc(OC)c(NC(=O)Cc2cccs2)cc1Cl,-7,2,5,-2,-4,0.1,-6,·
O=C(Cc1ccc(Cl)c(Cl)c1)N/N=C/c1cccnc1,-19,2,2,2,·,0.5,·,0.0
C/C=C(\C)C(=O)Nc1cccc(C2=NOC3(C2)C[C@@H](C(N)=O)N(C(=O)c2ccccc2C(=O)c2ccccc2)C3)c1 (stereo not given in full),-14,-6,4,-11,6,0.3,5,-0.1
N#Cc1c(F)cccc1N1CCN(Cc2ccc3c(c2)OCO3)CC1,-72,3,0,0,-4,0.0,·,·
O[C@@H]1CN(Cc2cccs2)[C@@H](c2ccccc2)C[C@H]1n1cc(-c2ccc(F)cc2)nn1,-11,17,7,-2,-3,0.4,0,·

# Random excerpt: 4 records from the list
SMILES,RAD52 anneal inh,FN deposition inh,RAD54 inh,S100A4 MyoIIA,esBAF inh,Xi reactivation,EWS-Fli inh,E-sel inducer
N#Cc1c(F)cccc1N1CCN(Cc2ccc3c(c2)OCO3)CC1,-72,3,0,0,-4,0.0,·,·
C/C=C(\C)C(=O)Nc1cccc(C2=NOC3(C2)C[C@@H](C(N)=O)N(C(=O)c2ccccc2C(=O)c2ccccc2)C3)c1 (stereo not given in full),-14,-6,4,-11,6,0.3,5,-0.1
CC(OCC(O)CNCC1COc2ccccc2O1)c1ccc(Cl)cc1 (stereo not given),6,·,·,2,·,0.0,13,·
COc1cc(OC)c(NC(=O)Cc2cccs2)cc1Cl,-7,2,5,-2,-4,0.1,-6,·

# Further structures:
SMILES,RAD52 anneal inh,FN deposition inh,RAD54 inh,S100A4 MyoIIA,esBAF inh,Xi reactivation,EWS-Fli inh,E-sel inducer
Nc1nccnc1C(=O)OCC(=O)NNC(=O)c1ccccc1,-19,·,-15,1,-5,0.0,·,-0.6
C[C@@H]1CN([C@@H](C)CO)C(=O)Cc2cc(NC(=O)Cc3cn(C)c4ccccc34)ccc2O[C@@H]1CN(C)C(=O)Nc1cccc2ccccc12,-5,6,6,-2,7,-0.8,-2,0.0
Cc1ccccc1Oc1ccc2c(c1)[C@@H]1C[C@H]3[C@@H](C(=O)N1CC2)[C@H](C)ON3C,-20,-3,-7,0,-2,0.1,11,-0.7
COc1ccccc1NC(=O)COC(=O)c1cc([N+](=O)[O-])ccc1N1CCCC1,-5,2,-3,-4,-2,0.1,17,·
O=C(NCc1cccnc1)c1ccccc1NS(=O)(=O)c1ccc(F)cc1F,-7,-6,·,5,3,0.2,-1,-2.0
Oc1cccc2cc(-c3ccncc3)cnc12,-14,·,-4,1,34,-0.1,-8,-1.0
COC(=O)[C@@]1(Cc2ccc(F)cc2)[C@H]2c3cc(C(=O)N(C)C)n(CCCNc4ncc(C(F)(F)F)cc4Cl)c3C[C@H]2CN1C(=O)c1ccccc1,-29,1,·,-6,·,0.0,10,-0.2

# Bioassay records as filed in PubChem BioAssay.
